Source: PubChem
FLuc counter = qHTS profiling assay for firefly luciferase inhibitor/activator using purifed enzyme and Km concentrations of substrates (counterscreen for miR-21 project); Luciferin 4-monooxygenase (Photinus pyralis), P08659; purified FLuc, Km substrates, luminescence inhibition; Potency, µM (series often up to 57.5 µM), without a hit: top-dose activity change, negative = inhibition, hits mostly inhibitors; 6.9% of 360,000 active; AID 588342, 2011;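 note: potency is the fitted concentration of half-maximal effect; plate controls were vehicle for no effect and reference inhibitor for full effect; nearly all actives have a fitted effect of over 55% in size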
Target sequence (P08659 whole entry, looked up): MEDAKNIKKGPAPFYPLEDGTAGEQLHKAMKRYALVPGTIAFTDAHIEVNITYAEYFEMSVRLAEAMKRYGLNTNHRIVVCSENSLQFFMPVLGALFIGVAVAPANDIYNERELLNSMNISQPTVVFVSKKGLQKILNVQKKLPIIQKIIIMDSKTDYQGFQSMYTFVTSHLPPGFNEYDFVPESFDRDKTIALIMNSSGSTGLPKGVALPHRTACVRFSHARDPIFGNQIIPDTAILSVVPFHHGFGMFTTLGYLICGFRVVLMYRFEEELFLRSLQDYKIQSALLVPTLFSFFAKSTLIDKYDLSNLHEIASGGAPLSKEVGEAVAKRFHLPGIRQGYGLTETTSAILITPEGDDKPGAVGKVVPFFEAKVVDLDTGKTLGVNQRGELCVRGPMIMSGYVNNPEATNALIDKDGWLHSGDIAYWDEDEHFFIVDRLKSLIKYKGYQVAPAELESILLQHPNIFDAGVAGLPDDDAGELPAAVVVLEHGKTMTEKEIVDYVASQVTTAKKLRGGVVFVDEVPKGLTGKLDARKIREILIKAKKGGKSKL
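Purified P. pyralis luciferase, 10 nM final, with Km-level 10 uM D-luciferin and 10 uM ATP in 50 mM Tris acetate pH 7.5, 10 mM Mg acetate, 0.01% Tween-20, 0.05% BSA; 6-point qHTS titration about 60 µM downward; luminescence read.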
RORg inh = qHTS for inhibitors of ROR gamma transcriptional activity | Drosophila S2 Gal4-RORgamma UAS-luciferase reporter, 20 h | Nuclear receptor ROR-gamma (Mus musculus), P51450 | 5.4% of 310,000 active | Potency, µM (top dose mostly 53.6 µM), inactives show at the highest dose activity change, negative = inhibition, actives largely listed as inhibitors | AID 2551, 2010; note: potency is the fitted concentration of half-maximal effect; % is set by controls: 0 for no effect and ±100 for the full control effect; nearly all actives have a fitted effect of over 60% in size
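A Gal4/UAS one-hybrid system in insect cells: metallothionein-promoter Gal4–ROR gamma fusion plus Photinus luciferase reporter. Copper sulfate 700 uM final, 20 hr ambient incubation, luminescent detection after 10 min with reagent.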
KCNH2 3.1 inh = qHTS for Inhibitors of KCHN2 3.1: Mutant qHTS | Potassium voltage-gated channel subfamily H member 2, brain isoform KCNH2 3.1 (human) | U2OS KCNH2 3.1, thallium flux FluxOr; stronger effect = lower value | activity change, % (tested at about 1.8 µM) | 0.95% of 340,000 active | AID 720553, 2013;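 active = maximum activity change below -70%; inconclusive = maximum activity change from -70% to -50%; inactive = maximum activity change above -50%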;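 note: thallium influx rate constant from kinetic fluorescence after stimulation buffer; % is set by controls: 0 for no effect and ±100 for the full control effect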
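FluxOr-based Tl+ influx in U2OS cells transduced with KCNH2 3.1 virus; rate constants normalized to DMSO controls.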
Menin MLL FP TR = qHTS Assay for Inhibitors Targeting the Menin-MLL Interaction in MLL Related Leukemias: Competition With Texas Red Labeled MLL-derived Mutant Peptide; Menin + Texas Red MLL mutant peptide, fluorescence polarization; Potency, µM (highest dose often 61.6 µM), without a hit: at the highest dose FP activity change, negative = inhibition, most hits filed as inhibitors; 0.23% of 270,000 active; AID 1768, 2009; active = well fitted inhibition curve with a large enough effect in the polarisation, with a control signal flat, not every such curve was filed as active; inconclusive = small, poorly fitted or top-dose-only effect, or effect the other way, or a change in a side signal; inactive = no such curve, though single readings can be large or run the other way; the % refers to the polarisation; note: potency is the fitted concentration of half-maximal effect; % of control where 0% means no effect; many of its hits are not listed in these tables
Rab9 prom act = qHTS Assay for Rab9 Promoter Activators; Huh7 Rab9 promoter-luciferase reporter, luminescence, 24 h; Potency, µM (highest dose often 9.22 µM), inactives show top-dose activation, negative = inhibition, most hits filed as activators; 2.8% of 320,000 active; AID 485297, 2010; note: potency is the fitted concentration of half-maximal effect; % of control where 0% means no effect; nearly all actives have a fitted effect of over 60% in size
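Cell-based reporter: Huh7 stable for Rab9 promoter-driven luciferase, plated in reduced-serum medium with 10% FBS at 1500 cells/well, compound-treated 24 h at 37 °C, luminescence read after 10 min reagent.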
NPC1 prom act = qHTS Assay for NPC1 Promoter Activators; AID 485313, 2010; Huh7 NPC1 promoter luciferase reporter, 24 h; 2.4% of 320,000 active; Potency, µM (doses to about 9.22 µM), for the others: at the highest dose activation, most hits filed as activators;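 note: potency is the fitted concentration of half-maximal effect; % of control where 0% means no effect; nearly all actives have a fitted effect of over 60% in size; reporter is driven by a mutant NPC1 promoter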
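Luciferase expression driven by the NPC1 promoter was measured in stably transfected Huh7 cells after a 24 h compound incubation, using a luciferase reagent and a luminescence read.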
Mito fusion act = qHTS Assay for Small Molecule Inhibitors of Mitochondrial Division or Activators of Mitochondrial Fusion. S. cerevisiae fusion-defective mutant growth rescue, CellTiterGlo 48 h. Potency, µM (series often up to 46.1 µM), without a hit: top-dose growth rescue (activation), usual class: activators. 0.23% of 320,000 active;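 note: potency is the fitted concentration of half-maximal effect; % of control where 0% means no effect; nearly all actives have a fitted effect of over 45% in size; temperature-sensitive fusion mutants such as fzo1-1 at 37 °C on non-fermentable ethanol glycerol medium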
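Temperature-sensitive fusion-defective S. cerevisiae (e.g. fzo1-1, mgm1-5) were grown with compound in YPEG medium (3% ethanol, 3% glycerol) for 48 hours at 37C. Growth rescue was measured as viability by CellTiterGlo luminescence after 10 minutes at ambient.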
MBNL1 CUG block = qHTS Assay for Inhibitors of MBNL1-poly(CUG) RNA binding. AID 2675, 2010. TR-FRET MBNL1-His/biotin-(CUG)12 binding, 665/545 ratio. Muscleblind-like protein 1 (Homo sapiens), Q9NR56. Potency, µM (doses to about 57.5 µM), inactives show at the highest dose activity change, negative = inhibition, most hits filed as inhibitors. 0.036% of 280,000 active; active = well fitted inhibition curve with a large enough effect in the signal ratio, with a control signal flat, not every such curve was filed as active; inconclusive = small, poorly fitted or top-dose-only effect, or effect the other way, or a change in a side signal; inactive = no such curve, though single readings can be large or run the other way; the % refers to the signal ratio; note: potency is the fitted concentration of half-maximal effect; % is set by controls: 0 for no effect and ±100 for the full control effect
Target sequence (Q9NR56 whole entry, looked up): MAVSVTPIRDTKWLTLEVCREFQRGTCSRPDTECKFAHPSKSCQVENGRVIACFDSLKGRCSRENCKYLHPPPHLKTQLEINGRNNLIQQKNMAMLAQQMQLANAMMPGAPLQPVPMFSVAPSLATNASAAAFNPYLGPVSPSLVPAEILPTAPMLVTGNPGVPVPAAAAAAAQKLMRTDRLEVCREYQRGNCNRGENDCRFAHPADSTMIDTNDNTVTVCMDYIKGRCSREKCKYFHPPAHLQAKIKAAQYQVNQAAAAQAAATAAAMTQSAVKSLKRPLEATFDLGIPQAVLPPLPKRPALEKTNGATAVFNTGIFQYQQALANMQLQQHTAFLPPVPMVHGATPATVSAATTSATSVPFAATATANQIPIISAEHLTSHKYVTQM
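Inhibition of protein-RNA binding appears as loss of TR-FRET between terbium anti-His antibody on MBNL1-His and streptavidin-XL665 on biotin-(CUG)12. Activity is normalized to buffer-only and uninhibited-complex controls.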
ELG1 DNA repair = qHTS screen for small molecules that inhibit ELG1-dependent DNA repair in human embryonic kidney (HEK293T) cells expressing luciferase-tagged ELG1 | 2.3% of 330,000 active | AID 504467, 2011 | HEK293T ELG1-luciferase reporter, luminescence, 16 h; DNA damage induced by 5-fluorouridine | Potency, µM (highest dose often 46.1 µM), for the others: at the highest dose activity change, negative = inhibition, actives largely listed as inhibitors; note: potency is the fitted concentration of half-maximal effect; % is set by controls: 0 for no effect and ±100 for the full control effect; nearly all actives have a fitted effect of over 55% in size
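5-Fluorouridine DNA damage + compound/DMSO, 2,000 cells/well, 16 h, 37 °C/5% CO2. ONE-Glo, 30 min RT, luminescence. Readout = decrease in reporter signal.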
VP16 counter = VP16 counterscreen qHTS for inhibitors of ROR gamma transcriptional activity. Potency, µM (titrated, usually from 53.6 µM), without a hit: at the highest dose activity, negative = inhibition, actives largely listed as inhibitors. AID 2546, 2010. Drosophila S2 Gal4-VP16 UAS-luciferase, luminescence, 20 h. 3.5% of 310,000 active;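 note: Gal4-VP16 expression switched on by copper sulfate through the metallothionein promoter; potency is the fitted concentration of half-maximal effect; % is set by controls: 0 for no effect and ±100 for the full control effect; nearly all actives have a fitted effect of over 50% in size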
PKM2 act = qHTS Assay for Activators of Human Muscle isoform 2 Pyruvate Kinase | Pyruvate kinase PKM (Homo sapiens), P14618 | purified PKM2, Kinase-Glo ATP luminescence, activation; response scale: 0% is enzyme alone, no compound | Potency, µM (top dose mostly 57.5 µM), inactives show at the highest dose activation, actives largely listed as activators | 0.34% of 260,000 active | AID 1631, 2009; note: potency is the fitted concentration of half-maximal effect; % is set by controls: 0 for no effect and ±100 for the full control effect; nearly all actives have a fitted effect of over 55% in size
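Purified hPK-M2 (>95% pure) converted ADP (0.1 mM final) to ATP with 0.5 mM PEP in 50 mM imidazole pH7.2, KCl, MgCl2, Tween 20, BSA; 1 h at room temperature. ATP detected by Kinase-Glo luminescence.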
* marks the source's active call; other numbers are inactive results; ? = inconclusive; / = no result given; & = joins results of further samples; [ ] = remark or other dose. Unless noted, calls come from the whole dose curve; as a rule, active = well fitted curve in the direction sought with a large enough effect; inconclusive = small, poorly fitted or top-dose-only effect, or another doubt; inactive = no such curve, though single readings can be large; an effect the other way counts as inactive or inconclusive. These rows are one share of the data, so the mix of outcomes need not match the whole.

SMILES | FLuc counter | RORg inh | KCNH2 3.1 inh | Menin MLL FP TR | Rab9 prom act | NPC1 prom act | Mito fusion act | MBNL1 CUG block | ELG1 DNA repair | VP16 counter | PKM2 act
COc1cc2cccc(OC)c(=O)c2c(O)c1OC | ? | 13%[10 µM] | / | -2% | 22% | 19% | -18% | / | ? | -2% | 2%
Cc1ccc(S(=O)(=O)NC(=O)Nc2ccc(C)cn2)cc1 | 1% | 13% | 4 | -4% | -2% | -2% | -4% | 2% | 1% | -14% | -9%
CCCn1ncc(C(=O)N(C)C2CCCN(Cc3ccccc3F)C2)c1C (stereo unspecified) | 4% | 0% | -1 | / | 0% | 1% | 3% | -12% | -3% | 2% | /
CC(=O)Nc1ccc(S(=O)(=O)NCC2CCC(C(=O)NCc3ccccc3)CC2)cc1 (stereo unspecified) | 2%&-5% | 9% | -4 | ? | -3% | -1% | 5% | 0% | 3% | 4% | 6%
CCN1CCN(c2ccc(S(=O)(=O)N3CCCCC3)cc2NC(=O)Cc2ccc(Cl)c(Cl)c2)CC1 | 3% | / | -13 | / | -5% | -7% | -2% | / | 21% | / | /
Nc1c(C(=O)c2ccccc2)sc2snc(SCC(=O)c3ccccc3)c12 | 7.6µM* | 11µM* | 0 | ? | 29% | 16% | -3% | 14% | 13% | 13µM* | -26%
O=C(COC(=O)c1ccc(Sc2ccccc2)c([N+](=O)[O-])c1)NC1CCS(=O)(=O)C1 (stereo unspecified) | -2% | -10% | -2 | 14% | 2% | -4% | -1% | ? | -1% | 5% | -4%
CCOc1ccc(NC(=O)CC2C(=O)N(c3ccc(OC)cc3)C(=O)N2CCc2ccc(OC)c(OC)c2)cc1 (stereo unspecified) | -6% | ? | -5 | ? | 2% | -4% | -2% | -3% | ? | -4% | -3%
Nc1nc(Nc2cccc(F)c2)nc2ccccc12 | 5.4µM* | 22% | 2 | ? | 2.2µM* | 1.3µM* | -21% | -9% | ? | -3% | -16%
O=C(c1cc(-c2ccccc2)nn1-c1ccccc1)N1CCN(S(=O)(=O)c2ccc(F)cc2)CC1 | -2% | / | -21 | / | -1% | -2% | -1% | / | ? | / | /
Cc1cc(C)nc(/N=C(\N)C2=C(O)CC(C)(C)CC2=O)n1 | -9% | 11% | -20 | -14% | 5% | 12% | 9% | -4% | ? | 9% | -4%
CC1(C)CC(=O)C=C(NCc2ccc(Cl)c(Cl)c2)C1 | -1% | 40% | -2 | 5% | 0% | -5% | 0% | -7% | -2% | -2% | 1%
CCc1cc2cc3c(cc2nc1SCC(=O)OC(C)C)OCO3 | 1% | 22% | 7 | -22% | -1% | -5% | 5% | -12% | 5% | 6% | 0%
CCOc1ccc2oc(-c3ccccc3)c(C(N)=O)c2c1 | ? | 35% | 0 | 9% | 16% | 18% | 4% | 29% | 15% | 20% | /
COc1ccc(Nc2nnc(-c3ccncc3)s2)cc1Cl | ? | -19% | -12 | ? | 0% | 0% | -21% | -5% | ? | 0% | /
O=C(NC1CCCN(Cc2ccc(Cl)cc2)C1)c1ccnc(Cl)c1 (stereo unspecified) | -1% | 22% | 23 | 22% | 2% | -6% | 2% | -13% | ? | 0% | 1%
O=C(Nc1cccnc1)NC1CCCCC1 | -3% | 37% | 8 | -2% | 2% | -1% | -8% | -2% | ? | 3% | -1%
O=C(O)c1ccc2c(c1)C(=O)N(C(Cc1ccc(O)cc1)C(=O)O)C2=O (stereo unspecified) | -1% | 3% | 4 | -1% | 0% | 2% | -2% | 9% | 14% | -7% | -1%
c1ccc(-n2c(SCC3CCCCO3)nnc2-c2cnccn2)cc1 (stereo unspecified) | -1% | -7% | -3 | -19% | / | / | 8% | -3% | / | -2% | -9%
Cc1ccc(S(=O)(=O)CC(c2ccccc2)N2CCCCC2)cc1 (stereo unspecified) | 1% | -3% | / | 0% | 17% | 13% | 1% | -4% | 11% | -10% | 1%
Nc1nc(CCl)nc(Nc2ccc3ccccc3c2)n1 | 3µM* | ? | 8 | / | -54%[inhibitor] | -37%[inhibitor] | -15% | 8% | 2% | ? | 1%
CCCc1nc(SCC(=O)NNC(=O)c2ccc(OC)cc2)c2ccccc2n1 | -8% | -19% | 16 | -14% | 1% | -1% | -6% | 24% | -9% | -15% | -8%
CCOc1ccccc1NC(=O)CN(C)S(=O)(=O)c1ccc(OC)c(C)c1 | 2% | 14% | 7 | 9% | 1% | 1% | 6% | -2% | ? | -8% | -5%
Cc1cccc(C)c1NC(=S)N(c1ccccc1)C(C)C | -2% | -14% | -10 | 5% | -5% | -1% | -9% | -6% | -1% | -7% | 5%
COc1cc2nc(-c3ccccc3)nc(N3CCCC3)c2cc1OC | 12% | -23% | / | -3% | -4% | 0% | -15% | 1% | -3% | -3% | 8%
Cc1ccc2nc(C(=O)O)c(C(=O)O)nc2c1 | -2% | -8% | 9 | 0% | -4% | -2% | -1% | 19% | 0% | 1% | 1%
O=C(O)c1c2c(nc3ccc(F)cc13)CCC2 | 1% | -34% | -12 | 5% | -9% | 2% | -2% | 1% | 9% | -8% | -1%
Cc1cccc(C(=O)NNC(=O)C(=O)NC(C)(C)C)c1 | -1% | 13µM* | 8 | 5% | 5% | -3% | -1% | -15% | 6% | -2% | 5%
O=C(Nc1ccc(Cl)c(Cl)c1)Nc1cc(C(=O)NC2CC2)ccc1Cl | 1% | -89% | / | ? | -7% | 1% | -7% | -1% | 26µM* | ? | 0%
COc1cccc(C(=O)O[C@H]2[C@H](C)NS(=O)(=O)[C@H]3C[C@@H]4C=C[C@]23O4)c1 | 1% | / | 9 | / | -1% | 0% | -6% | / | 0% | / | /

Whole records from above. Order of values: FLuc counter, RORg inh, KCNH2 3.1 inh, Menin MLL FP TR, Rab9 prom act, NPC1 prom act, Mito fusion act, MBNL1 CUG block, ELG1 DNA repair, VP16 counter, PKM2 act
Shown for c1ccc(-n2c(SCC3CCCCO3)nnc2-c2cnccn2)cc1 (stereo unspecified) → -1%, -7%, -3, -19%, /, /, 8%, -3%, /, -2%, -9%
Shown for Cc1ccc(S(=O)(=O)CC(c2ccccc2)N2CCCCC2)cc1 (stereo unspecified) → 1%, -3%, /, 0%, 17%, 13%, 1%, -4%, 11%, -10%, 1%

(next part)
SMILES | FLuc counter | RORg inh | KCNH2 3.1 inh | Menin MLL FP TR | Rab9 prom act | NPC1 prom act | Mito fusion act | MBNL1 CUG block | ELG1 DNA repair | VP16 counter | PKM2 act
CCCCCOc1ccc(C2NC(=O)NC2=O)cc1 (stereo unspecified) | -2% | ? | 21 | 13% | -6% | 1% | -1% | ? | ? | -17% | 1%
CC(C(=O)Nc1cccc([N+](=O)[O-])c1)n1nnc2ccccc21 (stereo unspecified) | 3% | 20% | 0 | 16% | 0% | -1% | 2% | ? | -9% | 0% | 8%
COCCn1c(SCC(=O)N2CCN(c3ccccc3)CC2)nc2c(c1=O)SC(C)C2 (stereo unspecified) | 2% | 2% | -1 | / | -5% | -3% | 20% | 1% | -5% | 1% | 2%
CCCn1c(O)c2ccc(C(=O)N=NC(=O)c3cccnc3)cc2c1O | -18% | -1% | 13 | -16% | 2% | -1% | -1% | ? | 5% | -3% | -6%
COc1ccc(/C=C/C(=O)c2oc3ccc(F)cc3c2C)cc1 | 9.5µM* | -4% | -3 | 6% | 1% | 11% | 1% | 44%[activator] | ? | -5% | -2%
O=C(CCCOc1ccc(Cl)cc1Cl)NNC(=O)C1CCC1 | ? | 8% | 13 | -1% | -1% | 0% | 0% | -6% | 0% | 3% | 0%
